# Source: PubChem
# GLD-1 TGE inh: GLD-1-TGE RNA interaction inhibition (C. elegans). 320,000 compounds, 0.44% hits. purified GLD-1 + fluorescein TGE RNA, fluorescence polarization. Q17339. inhibition, % at 5.96 µM. AID 2280;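 active = percent inhibition above a per-plate cutoff, the plate mean of test compounds plus 3 SD, cut at about 30% in these data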;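 also: 0% = DMSO wells with GLD-1 and probe and 100% = wells lacking GLD-1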
# Target sequence (Q17339 whole entry, looked up): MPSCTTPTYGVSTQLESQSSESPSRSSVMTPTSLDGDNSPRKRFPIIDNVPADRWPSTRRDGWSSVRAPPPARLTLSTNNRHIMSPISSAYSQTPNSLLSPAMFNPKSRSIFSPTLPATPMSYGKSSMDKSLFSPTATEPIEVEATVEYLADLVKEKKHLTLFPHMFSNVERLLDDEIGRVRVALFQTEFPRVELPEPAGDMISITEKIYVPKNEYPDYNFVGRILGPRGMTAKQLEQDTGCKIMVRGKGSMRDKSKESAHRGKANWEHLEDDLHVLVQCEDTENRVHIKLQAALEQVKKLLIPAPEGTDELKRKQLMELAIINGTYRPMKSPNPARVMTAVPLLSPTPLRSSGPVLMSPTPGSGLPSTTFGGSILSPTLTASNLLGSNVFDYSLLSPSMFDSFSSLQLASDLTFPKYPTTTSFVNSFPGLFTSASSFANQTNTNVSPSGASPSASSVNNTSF
# Efflux pump inh: inhibitors of Candida antifungal efflux pumps expressed in yeast; S. cerevisiae Candida pump triplex, Nile Red efflux; inhibition, % at 10 µM; 330,000 compounds, 0.44% hits; AID 485275;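 active = plate passing quality check with inhibition over a set limit, or well fluorescence over plate mean plus 4 SD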;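 also: Nile Red retained in pooled yeast measured as flow cytometry median fluorescence; 0% = buffer negative control and 100% = Enniatin B positive control; higher means more Nile Red kept so more efflux inhibition; some compounds called inactive have numbers as strong as hits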
# CR mimetic SO: yeast age-related superoxide inhibition as caloric restriction mimetic; S. cerevisiae aged cells, superoxide DHE fluorescence; active compounds read low; superoxide response (% of plate mean), % at 10 µM; 330,000 compounds, 0.18% hits; AID 2690;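 active = superoxide response under a set limit, about three screen SD below normal, cut at about 65% in these data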;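 also: yeast aged for seven days with compound at 30 °C before DHE staining; 100% = average MFI of all compound-treated wells on the plate with controls excluded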
# * = called active by the depositor.
entry	Structure	GLD-1 TGE inh	Efflux pump inh	CR mimetic SO
1	O=C1NC(Cc2ccccc2)c2nc3ccc(F)cc3c(=O)n2-c2ccccc21 (stereo not drawn)	-3.1	-0.3	90.8
2	COc1cc(OC)cc(C(=O)NNC(=O)CCC2CCCC2)c1	-1.3	0.0	87.0
3	O=C1N[C@@H](c2ccccc2)COC(=O)[C@@H](Cc2ccc(F)cc2)CC/C=C/C[C@@H]1CC(=O)N(CCO)Cc1ccccc1	-1.7	-0.4	111.7
4	O=C(O)C1CCN(S(=O)(=O)c2ccc(Cl)s2)CC1	4.4	-0.2	107.0
5	CC1CN(C(=O)COc2ccc3ccccc3c2)CC(C)O1 (stereo not drawn)	-1.6	0.0	76.8
6	O=C(CSc1nnc(-c2ccncc2)o1)Nc1cc(Cl)ccc1C(=O)O	4.8	-0.3	108.5
7	CCOC(=O)[C@@H]1[C@H]2COc3cc(OC)ccc3[C@H]2N2C(=O)N(c3ccc(C(F)(F)F)cc3)C(=O)[C@]12C	6.0	0.0	85.3
8	CCN(C(=O)C(C)OC(=O)c1nn(-c2ccccc2C(F)(F)F)cc1O)c1ccccc1 (stereo not drawn)	-5.6	0.6	116.7
9	COc1ccc2c(c1)[C@H]1[C@H](CO2)[C@H](c2ccccc2)[C@]2(C)C(=O)Nc3ccc(F)cc3C(=O)N12	2.5	0.2	95.8
10	C[C@H]1CN([C@@H](C)CO)C(=O)c2cccc(NC(=O)c3ccc(-c4nccs4)cc3)c2O[C@@H]1CN(C)C(=O)NC1CCCCC1	-2.7	0.3	105.7
11	CC[C@@]1(C(=O)OC)N[C@H](CN(C)S(=O)(=O)c2ccc(-c3ccccc3)cc2)[C@@H]2C(=O)N(C)C(=O)[C@@H]21	0.2	0.5	119.1
12	CC[C@@H]1C=C(C(=O)O)[C@H](c2ccc(C)cc2)N1S(=O)(=O)c1ccc(C)cc1	0.5	0.1	105.3
13	O=C1N[C@@H](c2ccccc2)COC(=O)[C@@H](Cc2ccc(F)cc2)CC/C=C/C[C@H]1CC(=O)N(CCO)Cc1ccccc1	0.8	0.9	86.8
14	COc1ccccc1C(C)NC(=O)CCNC(=O)c1ccc(Cl)cc1 (stereo not drawn)	0.2	0.0	98.6
15	COC(=O)C1OC(OC2CC[C@]3(C)C(CC[C@@]4(C)[C@@H]3CC=C3[C@@H]5CC(C)(C)CC[C@]5(C(=O)OC5OC(CO)C(O)C(O)C5O)CC[C@]34C)C2(C)C)C(O)C(O)C1O[C@H]1OCC(O)C(O)C1O (stereo partly drawn)	-0.2	0.2	105.1
16	Cc1ccc(S(=O)(=O)N2CCC(C(=O)OCC(=O)NCc3cccc(Cl)c3)CC2)cc1C	11.2	0.1	84.6
17	C[C@H]1COC(=O)[C@H](CC(=O)OC(C)(C)C)C/C=C\C[C@@H](CC(=O)N(CCO)Cc2ccccc2)C(=O)N1	6.3	0.0	93.7
18	CCOC(=O)C1CCCN(C(=O)CNC(=O)c2ccc(Br)o2)C1 (stereo not drawn)	2.0	0.5	98.2
19	CCC[C@@H](CN1CCC[C@H]1CN1C(N)=NC[C@H]1C(C)C)N1C[C@@H]([C@H](C)CC)N(CCCC2CCCC2)C1=N	4.6	-0.3	126.5
20	NS(=O)(=O)c1cccc(Nc2nc3ccccc3nc2NS(=O)(=O)c2ccc(Cl)cc2)c1	5.9	0.1	97.8
21	COc1ccc(CNC(=O)COC(=O)c2cc(S(=O)(=O)N3CCOCC3)ccc2O)cc1OC	-0.7	-0.3	75.3
22	Cc1ccc(CNC(=O)COC(=O)C2CCC2)cc1	1.4	0.3	103.4
23	Cc1ccc2nc(NC(=O)COC(=O)c3cccnc3)sc2c1	2.3	0.7	125.0
24	O=C(CN1CCOCC1)NNC(=O)c1ccc(Cl)cc1	7.2	-0.1	95.7
25	CC(C)c1ccc(NC(=O)CN2C(=O)NC3(CCCCCCC3)C2=O)cc1	2.2	0.4	87.5
26	Cc1cnc(NC(=O)CSCc2c(C)noc2C)s1	-2.7	-0.1	83.0
27	Nn1c(SCC(=O)NC2CCS(=O)(=O)C2)nnc1-c1ccco1 (stereo not drawn)	4.2	0.1	124.9
28	C[C@H]1CN([C@@H](C)CO)C(=O)c2cccc(NC(=O)Nc3ccc(C(F)(F)F)cc3)c2O[C@@H]1CN(C)Cc1ccc(Cl)c(Cl)c1	3.6	0.2	103.2
29	CC1CCN(C(=S)NC(=O)c2ccc(F)cc2)CC1	4.6	0.2	85.6
30	O=C(Cn1nc(C(=O)O)c2ccccc2c1=O)Nc1ccc(Cl)c(S(=O)(=O)N2CCOCC2)c1	1.7	-0.2	111.6

# Two compounds from above, limited to Efflux pump inh.
cpd | structure | Efflux pump inh
29 | CC1CCN(C(=S)NC(=O)c2ccc(F)cc2)CC1 | 0.2
30 | O=C(Cn1nc(C(=O)O)c2ccccc2c1=O)Nc1ccc(Cl)c(S(=O)(=O)N2CCOCC2)c1 | -0.2

# Other structures
entry	Structure	GLD-1 TGE inh	Efflux pump inh	CR mimetic SO
31	C[C@H](CO)N1C[C@H](C)[C@@H](CN(C)Cc2ccc(C(=O)O)cc2)Oc2c(NC(=O)c3ccncc3)cccc2C1=O	10.0	-0.5	101.6
32	O=C(NCCCn1ccnc1)c1ccc(-c2cccc(C(F)(F)F)c2)o1	1.4	-0.2	101.6
33	N#Cc1ccsc1NC(=O)CCN1C(=O)C2CCCCC2C1=O (stereo not drawn)	11.0	0.4	97.3
34	O=C(CN1C(=O)NC2(CCCCCCC2)C1=O)NCc1ccc(Cl)cc1	-1.4	-0.3	101.3
35	O=C(CN1C(=O)c2ccccc2S1(=O)=O)Nc1ncc(Cl)cc1Cl	57.4*	0.1	107.5
36	COc1cc(C(=O)NC(=S)N(CCC#N)Cc2cccnc2)cc(OC)c1OC	5.3	-0.1	119.8
37	Cc1cc(=O)[nH]c(SCC(=O)NC2CCCCCCC2)n1	0.5	-0.2	96.8
38	CC(=O)C[C@H](O)CC(=O)[C@H]1OC(=O)[C@@H](C)C/C=C\Cc2ccccc21	1.2	-0.3	98.5
39	CCCn1c(N)c(N2CCCCC2)c(=O)n(CC(=O)Nc2ccccc2C(F)(F)F)c1=O	-2.5	0.0	88.5
40	O=C(COC(=O)C1CC(=O)N(Cc2ccco2)C1)Nc1nc(-c2ccc(F)cc2)cs1 (stereo not drawn)	6.0	0.2	86.0
41	O=C(CSc1ncccn1)Nc1ccc2c(c1)OCO2	3.0	-0.1	102.7
42	O=C1CN(C(=O)COC(=O)Cc2ccccc2F)c2ccccc2N1	9.2	-0.1	102.6
43	C[C@H](CO)N1C[C@H](C)[C@@H](CN(C)Cc2ccc(-c3ccccc3)cc2)Oc2c(NC(=O)c3ccncc3)cccc2C1=O	6.2	0.6	90.1
44	O=C(C[C@H]1C/C=C\CCC(=O)O[C@@H](c2ccccc2)CNC1=O)NCCO	1.3	-0.3	101.7
45	CCC(C)Sc1ccc([C@@H]2[C@@H]3C(=O)N(CC)C(=O)[C@@H]3[C@]3(C(=O)OC)CCCCN23)cc1OC (stereo partly drawn)	2.1	0.0	94.1
46	C=CCC[C@@H](Cc1ccc(F)cc1)C(=O)OC[C@@H](C)NC(=O)[C@@H](CC=C)CC(=O)N[C@H](CO)Cc1ccccc1	5.8	0.1	97.8
47	CCc1cccc(CC)c1-n1c(SCC(=O)N2CCCc3ccccc32)nc(O)cc1=O	-4.0	-0.2	87.2
48	C[C@]12CCC(=O)C=C1CCC1C2CC[C@@]2(C)C1CCC21OCCO1 (stereo partly drawn)	-3.6	0.1	96.5
49	COc1ccc(-c2c(-c3ccc(S(C)(=O)=O)cc3)sc3ccc(OC)cc23)cc1	5.9	-0.2	115.4
50	Cc1ccc(S(=O)(=O)N2CCC(C(=O)Nc3cccnc3)CC2)cc1	4.5	-0.2	82.2
51	CC1CC1C(=O)OCC(=O)NCc1ccccc1 (stereo not drawn)	4.4	0.1	91.3
52	O=C(CSc1nncn1-c1ccccc1F)NC1CC1	-3.3	-0.1	72.5
53	C[C@H](CO)N1C[C@H](C)[C@@H](CN(C)S(=O)(=O)c2ccc(F)cc2)Oc2c(NC(=O)Cc3ccccc3)cccc2C1=O	-4.2	0.0	89.7
54	Cc1ccc(S(=O)(=O)Nc2ccc(F)cc2)cc1C(=O)N1CCOCC1	0.5	0.0	81.9
55	Cc1cc(F)cc(C)c1Cn1cnc2c(cnn2C(C)(C)C)c1=O	3.7	-0.4	103.6
56	O=C1c2ccc(-c3ccc(Cl)c(C(F)(F)F)c3)cc2S(=O)(=O)c2cccc(C(=O)N3CCN(c4ccc(Cl)cn4)CC3)c21	5.0	-0.3	86.2
57	COC(=O)c1ccc(CNC(=O)c2ccc(S(=O)(=O)N3CCCCCC3)cc2)cc1	-0.6	0.1	95.2
58	C#CCOCCOCCOCCNc1nc(N2CCN(C(=O)C([C@@H](C)O)n3cc([C@@H](N)CCCCN)nn3)CC2)nc(N2CCN(C(=O)[C@H](CC(N)=O)n3cc([C@@H](N)C(C)C)nn3)CC2)n1 (stereo partly drawn)	1.6	0.0	100.3
59	CC(=O)c1ccc(OCC(=O)N2CCCC2c2ccc3c(c2)OCCCO3)cc1 (stereo not drawn)	0.0	0.0	83.1
60	CN(C(=O)c1cccc(NC(=O)Cc2ccc([N+](=O)[O-])cc2)c1)C1CCC1	7.9	0.0	94.9

# (list continues)
entry	Structure	GLD-1 TGE inh	Efflux pump inh	CR mimetic SO
61	COc1ccc(Sc2ccc(-c3nc4cnccn4c3NC3CCCCC3)cc2OC)cc1	-23.1	-0.2	119.3
62	Cc1cc(C)n2nc(SCC(=O)N3CCCCC3C)nc2n1 (stereo not drawn)	-2.2	0.3	97.0
63	O=C(O)CCc1ccc(S(=O)(=O)Nc2ccccc2N2CCCCC2)cc1	6.3	0.1	104.6
64	Cc1ccc(-c2nnc(SCC(=O)Nc3cccnc3Cl)n2N)cc1	4.0	0.2	96.9
65	Cc1nn(CC(=O)NCCC2=CCCCC2)c(C)c1S(=O)(=O)N(C)C	7.9	0.2	95.0
66	CCOC(=O)N1CCN(C(=O)C2CCN(C(=O)Nc3ccccc3)CC2)CC1	2.1	0.0	98.8
67	CC(C(=O)Nc1ccc(S(=O)(=O)N2CCCC2)cc1)N(C)CC(=O)Nc1cccc(F)c1 (stereo not drawn)	1.4	0.2	108.9
68	O=C(CSc1nc2ncc(Cl)cc2[nH]1)N1CCOCC1	-2.3	0.3	122.1
69	O=C(COC(=O)/C=C/c1ccc(OC(F)F)cc1)Nc1cccc(S(=O)(=O)N2CCOCC2)c1	6.5	0.1	127.4
70	Cc1ccc(NC(=O)COC(=O)C2(CC(=O)NC(C)C)CCCC2)cc1C	5.7	0.0	112.6
71	CC(C)CCC1(C)NC(=O)N(CC(=O)NCC(=O)Nc2ccc(F)c(F)c2F)C1=O (stereo not drawn)	5.0	-0.1	101.2
72	Cc1cc(S(=O)(=O)NC(C)c2nnc3ccccn23)ccc1Br (stereo not drawn)	0.4	-0.1	111.5
73	O=C(COc1ccc(F)c(Cl)c1)Nc1ccc(N2CCOCC2)cc1	0.3	-0.1	76.4
74	COc1ccc(Cl)cc1NC(=O)CN1C(=O)NC(Cc2c[nH]c3ccccc23)C1=O (stereo not drawn)	1.9	0.1	109.4
75	COc1ccc(-c2c(C#Cc3ccc(N(C)C)cc3)c3ccccc3n2C)cc1	-2.3	0.3	110.6
76	Nc1cc(=O)[nH]c(SCC(=O)Nc2ccc(S(=O)(=O)N3CCCC3)cc2)n1	-1.6	0.0	94.3
77	CCN(C(=O)COC(=O)c1ccc([N+](=O)[O-])o1)C1CCCCC1	1.3	-0.2	120.2
78	COc1cccc(/C=C/C(=O)NNC(=O)c2ccccc2)c1OC	3.4	0.1	105.5
79	C/C(N)=C(/C#N)C(=O)COC(=O)C1CCN(S(=O)(=O)c2cccs2)CC1	0.4	-0.3	104.3
80	CC(C)c1cccc(-c2ccc3c(c2)S(=O)(=O)c2cccc(C(=O)NC4CCCC4)c2C3=O)c1	2.9	0.4	96.5
81	CC(C)[C@H](NS(=O)(=O)c1cccc(C(F)(F)F)c1)C(=O)OCC(=O)NC(=O)NCc1ccco1	-3.7	-0.2	104.3
82	C[C@H](CO)N1C[C@H](C)[C@@H](CN(C)C(=O)Nc2ccccc2)Oc2ccc(NC(=O)NC3CCCCC3)cc2C1=O	0.2	0.5	83.0
83	COc1ccc(NC(=O)N(C)C[C@H]2Oc3ccc(NC(=O)C4CC4)cc3CC(=O)N([C@@H](C)CO)C[C@@H]2C)cc1	3.5	-0.9	89.3
84	COc1ccc(S(=O)(=O)Nc2cccc3c2O[C@H](CN(C)S(=O)(=O)c2cn(C)cn2)[C@@H](C)CN([C@H](C)CO)C3=O)cc1	3.8	-0.3	99.5
85	Cc1ccc(NC(=O)[C@@H]2CCCN2S(=O)(=O)c2ccc(Cl)cc2)cc1	-1.0	-0.1	87.9
86	CC1CCC2(CC1)NC(=O)N(CC(=O)NC1CCCCC1C)C2=O (stereo not drawn)	3.1	0.0	113.8
87	CCOc1ncccc1C(=O)OCC(=O)c1ccc(Br)s1	-1.3	0.3	113.0
88	Cc1c(NS(=O)(=O)c2cc(C(=O)N(C)Cc3ccccc3)ccc2Cl)c(=O)n(-c2ccccc2)n1C	1.8	0.1	86.8
89	C=CCC[C@H](Cc1ccc(F)cc1)C(=O)OC[C@@H](NC(=O)[C@@H](CC=C)CC(=O)N[C@@H](CO)Cc1ccccc1)C(C)(C)C	0.8	0.0	105.9
90	COc1cc(OC)cc(-c2sc3ccc(OC)cc3c2C#CC2(N)CCCCC2)c1	-1.5	0.5	113.0
91	Cc1ccc(/C=C/S(=O)(=O)NCCC(=O)NCc2ccccc2F)cc1	1.0	0.5	122.5

# Not all compounds are listed; the hit share may differ from the screen's.
